PAFAH2 inh: PAFAH2 (human) inhibition | recombinant PAFAH2, FP-rhodamine activity probe, fluorescence polarization | inhibition, % at 3.39 µM | AID 492956 | hit rate 0.99% among 340,000 | Q99487;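 active = inhibition above the mean over all tested compounds plus 3 SD, cut at about 30% in these data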;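 also: inhibitors block probe labeling of enzyme so polarization drops; 0% = enzyme with DMSO and 100% = wells lacking PAFAH2 protein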
LYPLA1 inh: LYPLA1 (human) inhibition in PME1 counter-screen; hit rate 0.16% among 320,000; recombinant LYPLA1, FP-Rh probe fluorescence polarization; AID 2174; O75608; inhibition, % at 5.9 µM;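 active = inhibition above the mean of all tested compounds plus 3 SD, set per campaign, cut at about 14% in these data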;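 also: inhibitors block serine hydrolase probe labeling of LYPLA1 so polarization falls; 0% = enzyme with DMSO and 100% = wells lacking LYPLA1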
GSTO1 counter: GSTO1 inhibition, counter-screen for RBBP9 inhibitors; inhibition, % at 5.96 µM; P78417; recombinant GSTO1, activity-based probe fluorescence polarization; hit rate 1.1% among 300,000;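 active = inhibition above the campaign mean inhibition plus 3 SD, cut at about 35% in these data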;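 also: 0% = GSTO1-1 with DMSO and 100% = wells lacking GSTO1-1 enzyme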
ZTA DNA inh: counter-screen for EBNA-1 inhibitors: inhibitors of Epstein-Barr virus ZTA; P03206; ZTA-DNA binding, fluorescence polarization; inhibition, % at 11 µM; hit rate 0.15% among 320,000; in the data active = inhibition above about 33%
Target sequence (P03206 whole entry, looked up): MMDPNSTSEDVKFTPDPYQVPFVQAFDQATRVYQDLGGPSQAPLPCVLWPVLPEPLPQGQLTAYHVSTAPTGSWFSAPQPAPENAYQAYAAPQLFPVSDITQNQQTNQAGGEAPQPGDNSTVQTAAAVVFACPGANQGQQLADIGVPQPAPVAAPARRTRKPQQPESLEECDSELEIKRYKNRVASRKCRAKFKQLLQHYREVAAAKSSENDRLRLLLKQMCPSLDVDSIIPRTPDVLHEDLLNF
PAD4 FP inh: inhibitors of human PAD4. hit rate 0.41% among 330,000. recombinant PAD4, RCA probe fluorescence polarization. inhibition, % at 6.36 µM;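 active = percent inhibition above a cutoff equal to the mean of all tested compounds plus 3 SD, cut at about 15% in these data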;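 also: 0% = PAD4 with RCA probe and DMSO and 100% = probe without PAD4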
Target sequence (Q9UM07 whole entry, looked up): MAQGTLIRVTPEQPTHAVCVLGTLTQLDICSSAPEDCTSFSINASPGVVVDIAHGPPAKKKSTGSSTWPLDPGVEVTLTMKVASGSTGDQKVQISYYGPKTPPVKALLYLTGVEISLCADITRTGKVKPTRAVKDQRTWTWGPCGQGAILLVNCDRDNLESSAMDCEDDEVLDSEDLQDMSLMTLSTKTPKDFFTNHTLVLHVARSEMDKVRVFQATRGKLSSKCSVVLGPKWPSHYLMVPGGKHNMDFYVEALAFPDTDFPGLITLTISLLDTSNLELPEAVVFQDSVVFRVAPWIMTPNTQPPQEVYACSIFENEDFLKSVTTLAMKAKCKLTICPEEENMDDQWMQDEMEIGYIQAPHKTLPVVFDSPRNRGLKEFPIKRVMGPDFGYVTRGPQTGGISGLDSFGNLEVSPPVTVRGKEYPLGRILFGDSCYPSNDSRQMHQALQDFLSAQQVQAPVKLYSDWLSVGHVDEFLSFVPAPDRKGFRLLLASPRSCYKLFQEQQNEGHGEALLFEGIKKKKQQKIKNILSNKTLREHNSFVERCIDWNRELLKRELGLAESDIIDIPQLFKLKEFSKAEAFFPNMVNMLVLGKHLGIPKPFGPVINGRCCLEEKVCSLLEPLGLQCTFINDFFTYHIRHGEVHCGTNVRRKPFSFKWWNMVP
EBNA-1 inh: blocks EBNA-1 binding to DNA; EBNA-1 DNA binding, fluorescence polarization; inhibition, % at 14.8 µM; hit rate 0.34% among 300,000; in the data active = inhibition above about 28%
PAFAH1B3 inh: PAFAH1B3 (human) inhibition. Q15102. recombinant PAFAH1B3, FP-rhodamine probe, fluorescence polarization. inhibition, % at 3.39 µM. hit rate 0.28% among 340,000;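 active = inhibition above the screen-wide average of all tested compounds plus 3 SD, cut at about 25% in these data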;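 also: 0% = enzyme with DMSO only and 100% = wells lacking PAFAH1B3 protein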
LYPLA2 inh: counter-screen for PME1 inhibitors: inhibitors of human LYPLA2. recombinant LYPLA2, FP-Rh probe fluorescence polarization. inhibition, % at 5.9 µM. hit rate 0.38% among 320,000. O95372;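 active = inhibition above the screen-wide mean plus 3 SD, limit set per campaign, cut at about 26% in these data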;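 also: 0% = LYPLA2 with DMSO and 100% = wells lacking LYPLA2 enzyme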
PREPL inh: inhibits the human prolyl oligopeptidase-like enzyme; hit rate 0.68% among 320,000; inhibition, % at 5.96 µM; recombinant PREPL, fluorescence polarization activity-based probe; Q4J6C6; in the data active = inhibition above about 43%;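 also: 0% = enzyme with DMSO and 100% = wells lacking enzyme; many of its hits are not listed in these tables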
* hit, by the source's call; x = not tested or not shown. Only part of the results is shown; the hit share may differ from the screen's.

SMILES	PAFAH2 inh	LYPLA1 inh	GSTO1 counter	ZTA DNA inh	PAD4 FP inh	EBNA-1 inh	PAFAH1B3 inh	LYPLA2 inh	PREPL inh
COc1cc(NS(=O)(=O)c2ccc(NC(=O)c3ccc(S(=O)(=O)N4CCCC4)cc3)cc2)ncn1	x	4	5	-10	7	-2	x	13	9
O=S(=O)(Cc1cc(Cl)nc(-c2ccccc2)n1)c1ccccc1	-2	-2	0	-3	0	5	11	-1	-62
Cn1cnnc1SCCC(=O)Nc1ccc(Cl)cc1	3	2	-5	-3	-8	-5	14	1	-8
COc1cc(CNCc2ccco2)ccc1OCc1ccccc1	6	1	-1	8	7	0	3	1	1
CC(=O)Nc1c2c(nn1-c1cccc(C)c1)CSC2	2	2	-3	8	-1	1	7	7	1
CCOC(=O)Cn1c(=O)c2c(nc3n2CCCN3Cc2ccccc2)n(C)c1=O	5	0	-3	7	2	2	5	2	30
Cc1cccc(C)c1NC(=O)CNC(=O)C(NC(=O)c1ccc(C(C)(C)C)cc1)C(C)C (configuration not stated)	-3	1	2	-4	-12	-3	7	5	1
CC[C@@]1(c2ccccc2)C(=O)N(C(=O)OC)N1C(=O)OC	-2	1	-1	-6	-1	1	4	3	3
O=C(c1ccc([N+](=O)[O-])cc1)N1C=CC(C(F)(F)F)=NCC1	-1	1	17	-10	-2	-6	1	-6	-11
CCCCn1c(N)c(N(CC)C(=O)c2ccc(C#N)cc2)c(=O)[nH]c1=O	-13	0	6	-4	4	4	9	3	11
CN1C[C@@H]2C[C@@H](c3ccc(C#CC(C)(C)O)s3)N3CCC[C@@]23C1=O	10	0	1	-3	-2	-4	7	-5	1
CC(C)(C)n1c(=O)[nH]c2c(c1=O)CCC2	-2	-1	10	4	1	8	9	-3	-7
O=C(NCc1cc(F)ccc1F)C1CCC(=O)N(C2CCCCCC2)C1 (configuration not stated)	5	2	-1	-4	0	9	13	0	5
CSc1ccc(CN2CCC(n3nccc3NC(=O)C3CCOC3)CC2)cc1 (configuration not stated)	2	2	4	-1	-3	4	-2	2	7
CC(C)Cn1c(=O)c(C(=O)NCc2ccccn2)c(O)c2ccccc21	-4	0	-2	-11	-7	1	9	-5	-9
O=C(Nc1ccc(CN2CCS(=O)(=O)CC2)cc1)c1ccc(F)cc1	-14	-1	-5	17	4	8	6	1	15
CCOC(=O)c1c(/N=C/c2ccc(OC)cc2O)sc2c1CCN(C)C2	-5	1	9	7	-2	3	-2	0	-3
COc1ccc(S(N)(=O)=O)cc1C(=O)OCC1CCCCC1	-4	2	5	-10	-1	-4	7	-2	6
COc1cc(NC(=O)c2cc3cccc(OC)c3o2)cc(C(=O)Nc2cccc(C(F)(F)F)c2)c1	-42	-11	-21	-8	-5	0	-107	-30	-18
CSc1nnc(Cn2c(=O)sc3ccccc32)n1CCc1ccccc1	5	2	1	-4	2	4	6	-2	-28
CC(C)OP(=O)(OC(C)C)C(Nc1ccccc1)c1cccnc1 (configuration not stated)	5	-1	-6	20	6	4	8	0	4
CN1CCN(NC(=O)c2ccc(S(=O)(=O)N3CC4(C)CC3CC(C)(C)C4)cc2)CC1 (configuration not stated)	-6	-1	3	-8	-6	-15	0	1	-12
Cc1nc2cc(NC(=O)NCc3ccco3)ccc2n1C	7	2	-3	2	-1	13	-3	1	1
Nc1ccc(C(=O)OCCCc2nc3cc4ccccc4cc3[nH]2)cc1	17	-1	-3	8	0	3	8	6	17
COc1ccc(CC(=O)Nc2ccc(-c3noc(-c4ccc(Cl)cc4)n3)cc2)cc1	-11	2	1	7	-3	0	0	4	0
Remaining list, next part
SMILES	PAFAH2 inh	LYPLA1 inh	GSTO1 counter	ZTA DNA inh	PAD4 FP inh	EBNA-1 inh	PAFAH1B3 inh	LYPLA2 inh	PREPL inh
CC(C)[C@H](NC(=O)OCc1ccccc1)C(=O)OCC(=O)NCCc1ccccc1	2	0	1	-5	-3	-7	-1	4	17
CCC(=O)Nc1nc(CC(=O)Nc2ccccc2OC)cs1	24	-2	-3	-13	-7	-14	6	-2	7
Cc1ccnc(NC(=O)C2CCN(S(=O)(=O)c3ccc(Cl)c(C(F)(F)F)c3)CC2)c1	1	0	2	-7	3	-3	-1	7	3
O=C(OCC(=O)N1CCCC1)c1ccc(Cl)c([N+](=O)[O-])c1	6	5	4	-8	-1	-2	2	2	-4
COc1ccc(NS(=O)(=O)c2ccc(F)c(Cl)c2)cn1	1	-1	-8	-13	-6	-9	2	2	11
Cc1cccc(NC(=O)C2CCCN2C(=O)OCC(C)C)c1C (configuration not stated)	2	0	4	-2	-2	-6	-6	5	2
COCCCNC(=O)CC(C)c1ccccc1 (configuration not stated)	6	0	3	-22	-3	-7	2	0	7
O=C(CSCCO)Nc1cc(C(F)(F)F)ccc1Cl	3	3	5	-11	1	4	-7	4	1
CC(C)C(NS(=O)(=O)c1cccc2nsnc12)C(=O)N1CCc2ccccc2C1 (configuration not stated)	-2	3	3	16	-3	2	4	0	4
O=C(CCC1CCCC1)N=C1SC2CS(=O)(=O)CC2N1Cc1ccccc1 (configuration not stated)	-1	4	7	-28	-2	-11	-4	4	-3
CN1CCN(CC(O)COc2ccc(Cl)cc2)CC1 (configuration not stated)	13	4	7	-10	0	-2	5	2	5
O=C(N/C(=C/c1ccccc1Cl)C(=O)N1CCOCC1)c1ccccc1	1	x	x	x	1	x	4	x	3
COc1ccc(CN2CCCCC2C)cc1C (configuration not stated)	2	3	8	-1	-5	-6	5	3	0
COc1ccc(N(C(C)C(=O)NCCSCc2cccc(Cl)c2)S(C)(=O)=O)cc1 (configuration not stated)	-4	1	7	10	1	11	2	-1	14
Cc1ccc(S(=O)(=O)N2CCC(C(=O)OCc3c(C)noc3C)CC2)cc1C	-4	6	0	0	-1	1	0	2	4
CCC1Sc2ccc(S(=O)(=O)N3CCN(c4ccccc4)CC3)cc2NC1=O (configuration not stated)	-2	-2	1	5	-2	3	3	-2	-35
Cc1ccc(N2C(=O)CC(Sc3nc(-c4ccccc4)c4cc(Cl)ccc4n3)C2=O)c(C)c1 (configuration not stated)	0	-1	3	8	-2	-4	2	1	-2
CC1CC(C)CN(S(=O)(=O)c2cc3c(cc2Cl)NC(=O)CO3)C1 (configuration not stated)	9	-2	-3	-11	-5	-9	9	-5	-16
CCn1cc(CNC(=O)c2ccc(C)s2)cn1	5	2	-9	-5	-13	0	8	-1	0
CC1CCCN(C(=O)N2c3ccccc3Sc3ccccc32)C1 (configuration not stated)	6	-4	-8	-18	-3	7	4	-3	3
O=C(Nc1nnc(SCC(=O)N2CCCCC2)s1)c1c(F)cccc1F	-7	-3	4	14	1	-20	3	0	7
CCCCc1c(O)nc(SCC(=O)N2CCCCC2)n(-c2ccccc2C)c1=O	6	-1	-4	-1	-5	-8	7	-1	11
CCC(C)C(NC(=O)C1CCC(C)CC1)C(=O)Nc1cc(OC)ccc1OC (configuration not stated)	3	4	0	4	1	6	13	-1	2
COc1cc2c(C#N)c(N3CCOCC3)nc(N)c2c(N)n1	4	3	7	9	18*	6	8	9	13
Cc1ccc(CCNC(=O)C2CCC(CNc3c(N4CCCC4)c(=O)c3=O)CC2)cc1 (configuration not stated)	3	0	6	2	0	-4	8	3	4

Reformatted: 3 of the compounds above.
| Structure | PAFAH2 inh | LYPLA1 inh | GSTO1 counter | ZTA DNA inh | PAD4 FP inh | EBNA-1 inh | PAFAH1B3 inh | LYPLA2 inh | PREPL inh |
| --- | --- | --- | --- | --- | --- | --- | --- | --- | --- |
| COCCCNC(=O)CC(C)c1ccccc1 (configuration not stated) | 6 | 0 | 3 | -22 | -3 | -7 | 2 | 0 | 7 |
| O=C(CSCCO)Nc1cc(C(F)(F)F)ccc1Cl | 3 | 3 | 5 | -11 | 1 | 4 | -7 | 4 | 1 |
| CC(C)C(NS(=O)(=O)c1cccc2nsnc12)C(=O)N1CCc2ccccc2C1 (configuration not stated) | -2 | 3 | 3 | 16 | -3 | 2 | 4 | 0 | 4 |

The listing picks up; the 3 compounds before the break are reprinted first.
SMILES	PAFAH2 inh	LYPLA1 inh	GSTO1 counter	ZTA DNA inh	PAD4 FP inh	EBNA-1 inh	PAFAH1B3 inh	LYPLA2 inh	PREPL inh
CCC(C)C(NC(=O)C1CCC(C)CC1)C(=O)Nc1cc(OC)ccc1OC (configuration not stated)	3	4	0	4	1	6	13	-1	2
COc1cc2c(C#N)c(N3CCOCC3)nc(N)c2c(N)n1	4	3	7	9	18*	6	8	9	13
Cc1ccc(CCNC(=O)C2CCC(CNc3c(N4CCCC4)c(=O)c3=O)CC2)cc1 (configuration not stated)	3	0	6	2	0	-4	8	3	4
CCN(CC)c1ccc(NC(=O)c2c(OC)cccc2OC)c(C)c1	-4	-1	0	16	-1	8	4	-5	-7
CCc1cc(C(=O)NNC(=S)NC2CCCCC2)cs1	3	2	-1	5	-1	0	9	0	5
Cc1ccc(NC(=O)CNC(=O)N2CC(=O)Nc3ccccc32)cc1F	5	0	0	-21	4	1	-9	3	-8
Cc1ccc2nc(-c3ccc(N4C(=NC(=O)CCC(=O)O)SC5CS(=O)(=O)CC54)cc3)sc2c1 (configuration not stated)	4	-5	0	25	6	8	11	4	4
COc1cccc(C(C#N)N2CCOCC2)c1 (configuration not stated)	-1	-2	12	-9	1	-1	5	-2	-7
CC1CC(=O)N(CC(=O)NCc2ccco2)c2ccccc2S1 (configuration not stated)	1	-3	1	1	0	9	8	-3	1
C#CCSc1nccc(-c2nn(-c3ccc(C)cc3)ccc2=O)n1	-8	-6	-1	-18	0	11	-5	0	14
Cc1c(C(=O)c2ccc(Cl)c([N+](=O)[O-])c2)c2ccccn2c1CCC#N	6	1	21	-4	5	-7	-5	6	8
Cc1cnc(NC(=O)C(C)N2C(=O)C3CC=CCC3C2=O)s1 (configuration not stated)	4	-4	1	-1	-2	9	0	-4	8
O=C(NCc1ccc(OC(F)(F)F)cc1)C1CC(c2ccccc2[N+](=O)[O-])=NO1 (configuration not stated)	4	-2	10	-3	2	3	5	7	3
COc1ccc(OC)c(-c2nnc3n2N=C(c2ccc(OC(F)F)c(OCC4CC4)c2)CS3)c1	0	x	x	x	-2	x	3	x	11
O=C(CC1C(=O)NCCN1Cc1c(F)cccc1Cl)NCCCn1cccn1 (configuration not stated)	2	3	2	-15	0	-8	8	6	-1
O=C(CCC(=O)Nc1nnc(C2CCCCC2)s1)NCc1ccc(F)cc1	3	3	-2	-2	-1	15	6	6	12
Cc1onc(-c2ccccc2Cl)c1C(=O)N1CCCCC1	-6	0	3	-1	0	8	1	-2	-9
CN(C)S(=O)(=O)c1cccc(-c2nn(-c3ccccc3)cc2/C=C2\SC(=S)N(CC(=O)O)C2=O)c1	5	-6	-45	10	29*	1	-2	-1	22
CCCCC(=O)N=c1sc2cc([N+](=O)[O-])ccc2n1C	-3	0	13	3	0	0	0	2	1
CCOC(=O)c1c(C)c(C(=O)N2CCN(C(=O)c3ccco3)CC2)c(C)n1C	0	3	0	-2	-2	-5	12	1	4
COc1ccccc1-n1c(SCC(=O)N2CCCC2)nnc1-c1ccccc1	1	1	-11	9	-3	-7	2	1	6
CN1C=CC(=CC=C2C=CC(=O)C=C2)C=C1	-10	-10	-1	-3	1	-9	-7	-13	14
CCc1nn(CC(=O)NCCCN2CCN(CC)CC2)c(=O)c2cc3occc3n12	-3	-5	1	0	0	-8	6	-6	-3
COCCn1c(N)c(Sc2ccc([N+](=O)[O-])cc2)c(=O)[nH]c1=O	2	-1	-3	14	-3	9	2	5	-10
CCCOc1ccc(C(=O)OCC(=O)NCCc2ccc(OCC)c(OCC)c2)cc1OC	12	0	1	14	-4	0	3	2	-2
CCOc1cc(/C=N/NC(=O)CN2CCCCC2)ccc1OCc1ccccc1	0	-5	-1	-1	-2	4	6	-1	32
CC(C)c1ccc(NC(=S)NNC(=O)C2CC2)cc1	7	3	4	-4	-1	0	11	2	11
CCC(C)NC(=O)C1CCN(S(=O)(=O)N2CCOCC2)CC1 (configuration not stated)	4	-4	-2	-13	-3	-2	3	4	13
Fc1ccccc1-n1cc(-c2ccccc2)[nH]c1=S	7	2	2	3	-4	1	3	9	7

Source: PubChem
